CF NFkB inh: inhibitors of PAF-induced NF-kB signaling, primary screen, cell-based, GFP fluorescence, uHTS; KKLEB NF-kB-GFP reporter, GFP fluorescence overnight; inhibition, % at 5 µM; 360,000 compounds, 0.86% hits;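 active = at least 50% inhibition at 5 µM, scaled per plate between neutral and stimulator controls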;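 note: PAF is a Pseudomonas aeruginosa culture filtrate used as stimulus; plate controls were PAF-stimulated DMSO wells for no effect and unstimulated DMSO wells for full effect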
Shn3 3UTR inh: reduction of Shn3 3'UTR firefly luciferase signal, primary screen, Schnurri-3 inhibitor project, cell-based, Clone20 osteoblasts, set 2; Clone20 osteoblast Shn3 3'UTR firefly luciferase, 24 h; inhibition, % at 12.5 µM; 360,000 compounds, 0.52% hits; AID 588674, 2011;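 active = mean inhibition of at least 75% with every replicate also reaching 75%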;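 note: 0% = median of neutral control wells and 100% = pilot-screen positive control compound; some compounds past the cut are filed as inactive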
Peg3 prom inh: Peg3 promoter-driven luciferase inhibitors, primary screen, cell-based, HeLa, luciferase luminescence; 360,000 compounds, 1.7% hits; AID 588405, 2011; inhibition, % at 20 µM; HeLa PEG-Prom luciferase reporter, overnight;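 active = inhibition of at least 50% at 20 µM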
NR2E3 ag-1: inhibitors of NR2E3-RetCOR corepressor binding, primary screen, NR2E3 agonist project, biochemical, TR-FRET, GST-NR2E3, biotin-RetCOR; Photoreceptor-specific nuclear receptor (Homo sapiens), Q9Y5X4; 1536-well; inhibition of corepressor binding, % at 4.78 µM; 320,000 compounds, 0.12% hits; AID 2300, 2010;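 active = percent inhibition above the cutoff of mean plus 3 SD of all tested compounds, set per screening campaign, cut at about 20% in these data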;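 note: 0% = DMSO wells and 100% = biotin wells as full block of FRET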
Target sequence (Q9Y5X4 whole entry, looked up): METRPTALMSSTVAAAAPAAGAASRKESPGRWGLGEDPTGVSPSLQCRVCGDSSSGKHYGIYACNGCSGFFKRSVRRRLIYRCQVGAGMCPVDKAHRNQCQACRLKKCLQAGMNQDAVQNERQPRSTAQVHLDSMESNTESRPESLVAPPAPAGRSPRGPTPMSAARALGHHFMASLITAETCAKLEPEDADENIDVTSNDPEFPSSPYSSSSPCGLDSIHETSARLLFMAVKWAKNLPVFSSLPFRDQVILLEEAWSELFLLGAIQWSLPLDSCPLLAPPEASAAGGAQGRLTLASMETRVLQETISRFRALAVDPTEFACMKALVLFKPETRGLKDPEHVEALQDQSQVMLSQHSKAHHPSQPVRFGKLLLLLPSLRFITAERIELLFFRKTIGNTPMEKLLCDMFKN
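Test system: GST-NR2E3 and biotin-RetCOR proteins | Quantity: 1.35 nM GST-tagged NR2E3 final | Medium: Tris pH 7.5 | Also added: 7 nM biotin-RetCOR | Dosing: Compound at 4.8 µM, single dose | Timing: 5 h at 4 °C | Detection: Time-resolved FRET | Read-out basis: Percent inhibition | Benchmarks: Biotin wells as high control, 0.6% DMSO wells as low control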
MITF TRPM1 inh: inhibitors of MITF-dependent TRPM1 promoter reporter, primary screen, cell-based, SK-MEL-5, single point, luciferase. SK-MEL-5 TRPM1 promoter luciferase, 24 h. inhibition, % at 12.5 µM. 330,000 compounds, 0.83% hits. AID 488899, 2010;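 active = mean inhibition across replicates of 60% or more, whatever share of single replicates reaches that level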; note: values of inactives mirror those of a sister screen read the other way
HIF-2a inh: HIF-2a reporter inhibitors, primary screen, luminescence, 786-0 RCC cells; 786-0 RCC cells HIF-2a reporter, luciferase luminescence, overnight; AID 624352, 2012; inhibition, % at 18.8 µM; 360,000 compounds, 0.72% hits;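 active = inhibition of the luminescence signal of 40% or more relative to plate controls, in a single-dose primary screen at 18.75 µM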
KKLEB tox: cytotoxicity in KKLEB CF airway cells, primary screen, cytotoxicity control for CF NF-kB inhibitor project, cell-based, uHTS, fluorescence assay plates; KKLEB CF airway cells viability, ATPlite luminescence, overnight; hits give low values; cells stimulated with P. aeruginosa culture filtrate; activity change (cytotoxicity), % at 5 µM; 360,000 compounds, 0.36% hits;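 active = corrected activity change at or below -50% at 5 µM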
NR2E3 ag-2: NR2E3 agonists in two-hybrid cells, primary screen, cell-based, luminescence, CHO-S, Gal4-NCOR/VP16-NR2E3 | inhibition of corepressor binding, % at 3.98 µM | luciferase | Photoreceptor-specific nuclear receptor (Homo sapiens), Q9Y5X4 | AID 602229, 2012 | 360,000 compounds, 0.35% hits;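 active = inhibition above the mean of all tested compounds plus 3 SD, cut at about 70% in these data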;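 note: 0% = DMSO with NR2E3 transfected cells and 100% = cells lacking NR2E3 construct; higher means lower luciferase signal from less NR2E3 corepressor binding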
TWEAK-Fn14 inh: inhibitors of TWEAK-Fn14 signaling, primary screen, luciferase reporter cells, uHTS; TWEAK-stimulated Fn14 reporter cells, luciferase luminescence, 8 h; inhibition, % at 10 µM; 360,000 compounds, 2% hits; in the data active = inhibition above about 50%
C8 TRAIL sens: viability loss with TRAIL in NB7+C8 cells, primary screen, TRAIL sensitizer project, cell-based, ATPlite luminescence | inhibition (viability loss, TRAIL sensitization), % at 10 µM | 360,000 compounds, 1% hits | AID 624354, 2012;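 active = compounds causing at least 50% loss of cell viability in the single-dose screen, relative to plate controls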
TROY signal inh: inhibitors of TROY-driven NF-kB signaling, primary screen, Q293 LMP1-TROYcd cells, NF-kB luciferase, uHTS | Q293 LMP1-TROYcd NF-kB luciferase reporter, 4 h | inhibition, % at 10 µM | 360,000 compounds, 0.98% hits | AID 1347056, 2019;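 active = compounds whose plate-normalised and pattern-corrected inhibition of the luciferase reporter signal at the single screening dose is 50% or more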
An asterisk follows results filed as active; . = no result given.

Screens in order – Peg3 prom inh	C8 TRAIL sens	MITF TRPM1 inh	NR2E3 ag-1	CF NFkB inh	KKLEB tox	TWEAK-Fn14 inh	HIF-2a inh	TROY signal inh	Shn3 3UTR inh	NR2E3 ag-2
> O/N=C/CCn1c(=S)sc2ccccc21
  2.5	13.2	9.6	0.3	4.9	4.4	6.7	-15.6	13.8	-4.3	3.9
> C=C(C)CSc1ncc(-c2cccc(C(F)(F)F)c2)cn1
  -9.6	2.3	-1.4	-1.2	7.6	9.2	4.6	-37.5	-6.4	-12.0	-7.6
> Cc1noc(C)c1-c1nc(CS(=O)(=O)c2ccccc2)no1
  4.4	-11.7	19.8	2.8	15.0	-12.2	1.6	-9.1	-0.3	0.4	-15.5
> Cc1cc(-c2n[nH]c(=S)n2/N=C/C(Br)=C/c2ccccc2)n[nH]1
  101.2*	31.7	71.3*	-1.5	87.5*	1.9	95.0*	87.0*	-40.0	90.7*	14.0
> O=C(NC1CCCCC1)c1ccc(COCC(F)(F)F)o1
  23.4	-5.6	3.9	1.6	0.6	-1.8	0.8	8.2	7.7	-13.2	-21.2
> O=C(CN(C1CCCCC1)S(=O)(=O)c1ccccc1)NCc1ccco1
  14.7	2.1	4.0	4.4	3.7	13.0	23.1	-6.3	7.1	-28.0	-36.1
> COc1ccc(CN(C)CC(=O)N2CCc3ccccc3C2)cc1
  -6.6	-6.4	-1.6	-1.3	6.4	-3.9	-0.4	4.1	-0.5	16.8	-6.2
> O=C(COC(=O)c1ccc2ccccc2n1)Nc1cccc(S(=O)(=O)NC2=NCCCCC2)c1
  11.6	-8.8	0.9	8.8	8.2	1.6	-0.7	7.6	3.1	-5.3	-3.8
> COc1ccccc1OCCC(=O)OCC(=O)Nc1cc(S(=O)(=O)N(C)C)ccc1Cl
  17.7	-3.9	-11.6	-1.2	18.4	3.3	10.4	13.6	-5.4	-4.4	-15.8
> O=S(=O)(c1cccc(-c2cn3cc(Cl)ccc3n2)c1)N1CCOCC1
  -8.7	4.8	6.7	-2.6	-4.0	-5.3	-3.8	-53.8	-11.2	-7.6	-15.5
> COC(=O)[C@@]1(Cc2ccccc2)[C@H]2C(=O)N(C)C(=O)[C@H]2[C@H]2CN=C(SCc3ccc(C)cc3)N21
  -5.6	-4.3	-6.2	.	-2.6	7.4	-3.2	2.2	-13.9	2.2	-22.8
> O=C(NC1=NCCS1)c1nc(-c2ccccc2)n(-c2ccccc2)n1
  0.5	-1.0	9.4	2.2	0.2	1.9	-25.1	23.3	-19.1	-9.3	4.1
> CCN(CC)C(=O)Cn1c(=O)n(-c2ccccc2)c(=O)n1CC(=O)N(CC)CC
  -6.2	7.1	11.1	-0.2	9.3	7.6	9.3	5.3	-9.3	3.9	-18.8
> O=C1C(=O)N(Cc2ccco2)C(c2cccs2)/C1=C(\O)c1cccc([N+](=O)[O-])c1 (stereo not drawn)
  -1.8	6.4	1.7	2.9	-7.2	0.5	1.6	6.8	-6.8	-4.2	-0.7
> Cc1ccccc1NC(=S)N1CCCC1
  11.7	-5.6	-8.7	-0.6	6.0	2.4	-10.8	15.3	-13.2	10.0	-2.4
> C/C(CC(=O)Nc1ccc(Cl)c(C(F)(F)F)c1)=N\NC(=O)c1cc2ccccc2cc1O
  17.6	11.2	3.9	-2.3	22.0	-15.0	39.1	2.1	15.7	-17.8	4.4
> COc1ccc(F)cc1-c1cc(C(=O)Nc2cccnc2)[nH]n1
  -262.4	4.6	.	.	-11.4	8.2	-14.1	-218.4	-52.4	-18.1	-41.7
> COc1ccc(/C(C)=N/N=C2/NC(=O)CC(C(=O)O)S2)cc1F (stereo not drawn)
  1.9	-7.5	-6.6	-1.9	10.4	21.4	-3.0	18.6	21.5	7.4	-9.5
> CCN1CCN(Cc2ccc(NC(=O)Nc3ccccc3OC)cc2)CC1
  -270.4	23.2	-51.1	0.4	0.5	-10.0	-21.8	-188.2	8.2	-43.1	-58.4
> O=C(CNc1ccc2ccccc2c1)N/N=C/c1cc2ccccc2nc1Cl
  -59.0	-12.6	-0.1	3.4	-12.4	2.8	7.4	-78.1	10.4	-21.4	-81.8
> O=C(O)c1ccc(/C=N/Nc2nc3ccccc3[nH]2)cc1
  17.0	-4.9	5.7	0.7	6.1	2.3	-7.0	8.8	18.9	-14.7	-20.6
> CCCS(=O)(=O)c1ccc(COC(=O)Cc2ccc([N+](=O)[O-])cc2)cc1
  19.5	-1.4	3.0	-0.8	1.5	-9.8	-2.8	5.6	22.6	0.2	-27.1
> COc1ccccc1S(=O)(=O)Cc1ccc(C(=O)NCCN2CCCCCC2)o1
  -18.0	-12.9	2.6	-0.7	10.4	2.2	-13.9	-4.0	6.1	-11.3	6.9
> Cc1cc(C)cc(N(C(=O)c2csnn2)C(C(=O)NC(C)(C)C)c2ccncc2)c1 (stereo not drawn)
  12.8	3.0	11.8	-3.7	-0.8	1.2	-6.4	16.0	5.5	-8.6	-17.1
> COC(=O)c1c(-c2ccccc2OC)sc2ccccc12
  22.4	10.3	13.8	-1.4	-16.4	-0.9	13.6	11.2	0.6	0.0	-29.5
> Cc1ccn(C(C)CC(=O)Nc2ccc(-c3ccno3)cc2)n1 (stereo not drawn)
  5.0	4.6	2.2	0.2	-15.0	-13.4	0.6	4.3	2.2	-1.5	-15.3
> COc1ccc(C)cc1NC(=O)CCCN1C(=O)CCC1=O
  6.2	-1.6	4.8	4.3	7.6	5.3	11.1	-8.2	-17.5	11.3	6.7
> CC1CN(S(=O)(=O)c2csc(C(=O)Nc3ccccc3)c2)CC(C)O1 (stereo not drawn)
  8.2	3.0	15.7	2.0	7.4	12.3	5.3	0.0	10.3	12.7	5.2
> CC(NC(=O)CN(C)CC(=O)Nc1ccc(Cl)c(C(F)(F)F)c1)c1ccccc1 (stereo not drawn)
  20.6	0.4	13.9	-2.1	7.7	-21.8	14.6	14.7	9.7	21.1	19.5
> Cc1ccc(S(=O)(=O)NC(C)(C)CSc2ccccn2)cc1
  8.0	1.2	4.1	-3.2	8.2	-6.6	22.2	9.1	4.3	2.0	-6.2
> O=C(c1ccc(-n2cccn2)cc1)N1CCc2ccccc2C1
  -90.0	2.6	-11.9	3.1	-10.7	3.7	-45.6	-127.4	-64.2	0.5	-4.1
> COc1ccc2c(c1)CCCN2C(N)=O
  1.3	-16.8	4.1	0.9	0.2	-5.3	57.7*	-4.7	3.6	-11.3	6.3
> CCOC(=O)C1=C(O)C(=O)N(Cc2cccnc2)C1c1ccc(C)cc1 (stereo not drawn)
  13.6	-0.3	-3.4	-5.1	4.2	-3.8	-4.4	8.7	-7.6	10.6	1.4
> COc1ccc(CCC(=O)NC2=NCCS2)cc1OC
  -8.8	-10.6	4.2	0.5	-13.7	-4.4	-3.8	-3.5	10.8	-2.9	-9.0
> CCOc1ccccc1C=NN=Cc1ccccc1O
  -201.1	-5.0	-31.5	.	-24.4	20.4	-21.2	-140.0	-57.7	-41.8	-53.9
> Cc1ccc(C)c(N2CC(O)(c3cccs3)[N+]3=C2CCCC3)c1 (stereo not drawn)
  10.5	-11.7	15.1	-5.7	-36.3	-2.3	-8.2	11.8	6.6	19.4	3.6
> CC(=O)C1=C(C)Nc2ncnn2C1c1ccccc1OCc1ccccc1 (stereo not drawn)
  0.4	-12.0	14.1	3.7	1.2	5.7	-3.7	19.7	-27.9	11.2	-10.3
> COc1ccccc1CNC(=O)C/C(C)=N/NC(=O)Cc1ccc(Cl)cc1
  7.8	2.1	10.8	-3.6	5.4	12.3	4.5	-0.7	-1.4	-5.3	-26.3
> CC1=CCC2C(=O)N(c3cccc(C(=O)NC(C)c4ccccc4)c3)C(=O)C2C1 (stereo not drawn)
  11.2	-14.5	-0.2	3.0	-7.0	-1.1	-12.3	13.2	-8.2	-2.2	-52.6
> COc1ccc(NC(=O)Nc2ccc3c(c2)C(=O)N([C@@H](C)CO)C[C@@H](C)[C@@H](CN(C)S(=O)(=O)c2cccs2)O3)cc1
  10.1	-8.4	-20.2	.	8.8	-1.8	1.3	9.2	0.7	20.4	-7.9

Three compounds already listed, arranged by molar mass, smallest number first.
Screens in order – Peg3 prom inh	C8 TRAIL sens	MITF TRPM1 inh	NR2E3 ag-1	CF NFkB inh	KKLEB tox	TWEAK-Fn14 inh	HIF-2a inh	TROY signal inh	Shn3 3UTR inh	NR2E3 ag-2
> Cc1ccn(C(C)CC(=O)Nc2ccc(-c3ccno3)cc2)n1 (stereo not drawn)
  5.0	4.6	2.2	0.2	-15.0	-13.4	0.6	4.3	2.2	-1.5	-15.3
> Cc1ccc(S(=O)(=O)NC(C)(C)CSc2ccccn2)cc1
  8.0	1.2	4.1	-3.2	8.2	-6.6	22.2	9.1	4.3	2.0	-6.2
> Cc1cc(C)cc(N(C(=O)c2csnn2)C(C(=O)NC(C)(C)C)c2ccncc2)c1 (stereo not drawn)
  12.8	3.0	11.8	-3.7	-0.8	1.2	-6.4	16.0	5.5	-8.6	-17.1

High-throughput results (PubChem BioAssay)

These rows are one share of the data; count on the stated rates, not on these rows.
